Screening results as filed in PubChem BioAssay.
EBV LMP1 NFkB – inhibitors of Epstein-Barr LMP1-induced NF-kappaB reporter; actives 0.69% (n = 350,000); LMP1-induced NF-kappaB luciferase reporter cells, luminescence; inhibition, % at 12.5 µM; AID 504558; in the data active = inhibition above about 41%;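 also: 0% = neutral control wells and 100% = reference inhibitor control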
Vif imaging – HIV Vif inhibition | HEK293T cells, Vif self-association by quenched fluorescence, imaging, 24 h | inhibition, % at 7.49 µM | actives 0.35% (n = 340,000); in the data active = inhibition above about 50%, passing the limit was not always enough; also: some results filed as inactive read as strong as hits
NOD2 RIPK2 PPI – NOD2-RIPK2 protein interaction inhibition; O43353; actives 0.38% (n = 360,000); inhibition, % at 4.98 µM; CHO BLA complementation NOD2-RIPK2, CCF4 ratio; in the data active = inhibition above about 21%;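 also: 0% = vehicle only and 100% = reference blocker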
Target sequence (O43353 whole entry, looked up): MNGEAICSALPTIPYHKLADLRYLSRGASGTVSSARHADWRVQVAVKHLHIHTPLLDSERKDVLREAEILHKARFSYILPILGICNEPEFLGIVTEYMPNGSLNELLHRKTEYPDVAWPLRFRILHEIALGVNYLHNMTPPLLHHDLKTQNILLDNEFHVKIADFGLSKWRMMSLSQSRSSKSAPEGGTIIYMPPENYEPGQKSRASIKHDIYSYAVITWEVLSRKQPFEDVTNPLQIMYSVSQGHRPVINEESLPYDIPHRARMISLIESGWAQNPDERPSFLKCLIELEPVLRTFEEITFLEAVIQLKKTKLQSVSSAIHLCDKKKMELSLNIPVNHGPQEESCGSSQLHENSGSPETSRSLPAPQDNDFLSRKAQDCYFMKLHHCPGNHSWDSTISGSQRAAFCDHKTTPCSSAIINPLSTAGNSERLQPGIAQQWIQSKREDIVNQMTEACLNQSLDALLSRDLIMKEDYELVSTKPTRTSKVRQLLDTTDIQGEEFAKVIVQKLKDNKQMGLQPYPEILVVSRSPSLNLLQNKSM
C8 TRAIL sens – caspase-8 TRAIL sensitization | AID 624354 | NB7+C8 cells + TRAIL, ATPlite viability luminescence | inhibition (viability loss, TRAIL sensitization), % at 10 µM | actives 1% (n = 360,000);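 active = compounds causing at least 50% loss of cell viability in the single-dose screen, relative to plate controls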
SRC3 inh – human NCOA3 inhibition. Q9Y6Q9. HEK293 GAL4-SRC3 luciferase reporter, luminescence. inhibition, % at 3.6 µM. actives 0.17% (n = 360,000). AID 588352;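 active = inhibition above a per-campaign cutoff, the mean of all compounds plus 3 SD, cut at about 60% in these data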;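 also: 0% = DMSO-treated cells and 100% = gossypol-treated cells at 36 µM; higher means less SRC3-driven luciferase light from the GAL4 reporter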
COUP-TFII inh – inhibitors of human COUP-TFII (NR2F2) | actives 0.7% (n = 370,000) | P24468 | HEK293T NGFI-A luciferase reporter, luminescence | inhibition, % at 8.6 µM | AID 686940;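 active = inhibition above a per-plate cutoff, mean inhibition of test wells between control levels plus 3 SD, cut at about 38% in these data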;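 also: cells cotransfected with COUP-TFII expression vector driving the NGFI-A reporter; 0% = median of COUP-TF2 test wells and 100% = reporter-only cells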
Target sequence (P24468 whole entry, looked up): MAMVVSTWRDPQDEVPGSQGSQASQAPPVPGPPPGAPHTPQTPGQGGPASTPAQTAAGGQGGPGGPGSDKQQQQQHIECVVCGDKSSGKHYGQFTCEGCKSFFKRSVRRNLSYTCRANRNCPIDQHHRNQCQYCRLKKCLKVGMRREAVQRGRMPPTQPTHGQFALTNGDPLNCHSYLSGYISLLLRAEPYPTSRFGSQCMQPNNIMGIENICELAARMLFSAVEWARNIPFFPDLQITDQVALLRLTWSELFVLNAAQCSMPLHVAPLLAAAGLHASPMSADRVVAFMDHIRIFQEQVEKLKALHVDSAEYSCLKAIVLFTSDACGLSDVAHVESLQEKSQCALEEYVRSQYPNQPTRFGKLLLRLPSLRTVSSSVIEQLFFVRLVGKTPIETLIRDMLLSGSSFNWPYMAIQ
NCOA1 inh – inhibitors of human steroid receptor coactivator 1 (SRC1) | Q15788 | actives 0.12% (n = 360,000) | inhibition, % at 3.6 µM | AID 588354 | HEK293 GAL4-SRC1 luciferase reporter, luminescence;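 active = inhibition above the campaign mean plus 3 SD, with each screening campaign given its own cutoff, cut at about 60% in these data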;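 also: 0% = DMSO treated cells and 100% = gossypol at 36 µM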
NR5A2 inv ag – NR5A2 inverse agonism in reporter assay; O00482; HEK293T StAR-luciferase reporter, LRH-1 transfected, 24 h; inhibition, % at 3.6 µM; actives 0.13% (n = 360,000); AID 602396;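 active = inhibition above the mean inhibition of all tested compounds plus 3 SD, cut at about 73% in these data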;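 also: 0% = DMSO wells and 100% = reporter-only cells lacking LRH-1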
SRC2 inh – inhibits human steroid receptor coactivator 2; Q15596; HEK293 GAL4-SRC2 luciferase reporter, luminescence; inhibition, % at 9 µM; actives 0.17% (n = 370,000);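 active = inhibition above the mean inhibition of all tested compounds plus 3 SD, set per campaign, cut at about 52% in these data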;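 also: 0% = DMSO treated cells and 100% = cells given Gossypol at 36 µM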
TLR9-MyD88 block – inhibitors of human TLR9-MyD88 binding; inhibition, % at 4.98 µM; Q9NR96+Q99836; actives 0.21% (n = 340,000); AID 504734; CHO BLA complementation TLR9-MyD88, CCF4 FRET ratio;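 active = inhibition above the mean over all tested compounds plus 3 SD, cut at about 21% in these data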;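 also: 0% = DMSO only wells and 100% = clavulanate BLA inhibitor control wells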
TROY NFkB inh – blocks TROY-dependent signaling in reporter cells; actives 0.98% (n = 360,000); inhibition, % at 10 µM; Q293 LMP1-TROYcd NF-kB luciferase reporter, 4 h; AID 1347056;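 active = compounds whose plate-normalised and pattern-corrected inhibition of the luciferase reporter signal at the single screening dose is 50% or more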
An asterisk follows results filed as active; . = not tested or not shown.

entry | canonical_smiles | EBV LMP1 NFkB | Vif imaging | NOD2 RIPK2 PPI | C8 TRAIL sens | SRC3 inh | COUP-TFII inh
1 | C[C@@H](CO)NC(=O)c1[nH]cnc1C(=O)Nc1cccc(Cl)c1 | 4 | 0 | -3 | 16 | 4 | -15
2 | O=C(CCCc1ccccc1)c1ccc2c(c1)OCCO2 | 61* | . | 2 | 87* | 70* | 85*
3 | Fc1cccc(-c2oncc2-c2nnnn2-c2ccc(Cl)cc2)c1 | -6 | 4 | 5 | -11 | -3 | -5
4 | COc1cc(OC)cc(OCC(O)Cn2ccnc2)c1 (stereo unspecified) | 14 | -3 | 6 | -17 | 19 | 3
5 | C[C@H](CO)N1C[C@H](C)[C@@H](CN(C)C(=O)Nc2ccccc2)Oc2ccc(NC(=O)NC3CCCCC3)cc2C1=O | -13 | -3 | 8 | -4 | 15 | 4
6 | CN(C)CCCNc1nc(-c2ccccc2)nc2ccccc12 | -9 | -2 | 0 | -9 | 14 | -4
7 | O=C(CNS(=O)(=O)c1ccccc1)N1CCN(Cc2ccccc2)CC1 | -5 | -5 | -4 | -2 | 4 | -8
8 | C=CC[C@@H](CC(=O)N[C@@H](CO)Cc1ccccc1)C(=O)N[C@H](COC(=O)[C@@H](CC=C)Cc1ccc(F)cc1)Cc1c[nH]c2ccccc12 | 3 | -3 | -8 | 6 | -5 | 9
9 | COc1ccccc1CNC(=O)CCCNC(=O)c1ccc(Cl)cc1 | 0 | -8 | -5 | -8 | -11 | -10
10 | COc1ccc(OCC(=O)NCC(c2cccs2)N2CCOCC2)cc1 (stereo unspecified) | -1 | 4 | -7 | -13 | 1 | -4
11 | CC(C)NC(=S)NC(=O)/C=C/c1ccc(F)cc1 | -6 | -6 | 4 | -4 | -8 | -10
12 | COc1ccccc1NC(=O)c1ccccc1Nc1ccccc1 | 3 | 3 | 3 | 17 | 5 | -3
13 | O=P(COCCOCCOCP(=O)(c1ccccc1)c1ccccc1)(c1ccccc1)c1ccccc1 | 7 | 0 | 9 | -1 | -3 | 8
14 | O=C(NCCc1ccccc1)C(c1ccccc1)N(C(=O)c1csnn1)C1CC1 (stereo unspecified) | -4 | -4 | 0 | -2 | -5 | -5
15 | CN(c1ccccc1)S(=O)(=O)c1cccc(NC(=O)c2cncc(Br)c2)c1 | 4 | -20 | 3 | -7 | 15 | 18

entry | NCOA1 inh | NR5A2 inv ag | SRC2 inh | TLR9-MyD88 block | TROY NFkB inh
1 | -1 | 18 | 3 | 16 | -16
2 | 71* | 67 | 75* | -7 | 88*
3 | -13 | -14 | -13 | 6 | 4
4 | -6 | -2 | 12 | 1 | -2
5 | -10 | 6 | -11 | -1 | 24
6 | 6 | -5 | 6 | -2 | -9
7 | -3 | -26 | -20 | 2 | -8
8 | -14 | -1 | -3 | -11 | 20
9 | -5 | 4 | 27 | 2 | -1
10 | -11 | 15 | -10 | 7 | 5
11 | -2 | -12 | -10 | -4 | -11
12 | 10 | 1 | -15 | 3 | -12
13 | -40 | 4 | -23 | 1 | -9
14 | 6 | 3 | -6 | 1 | 9
15 | 10 | -3 | 9 | -1 | 19

Other entries:
entry | canonical_smiles | EBV LMP1 NFkB | Vif imaging | NOD2 RIPK2 PPI | C8 TRAIL sens | SRC3 inh | COUP-TFII inh
16 | O=C(NCCc1ccc(F)cc1)Nc1ccc([N+](=O)[O-])cc1 | -18 | -9 | 1 | -5 | 5 | -4
17 | CCCCn1nc(C(=O)Nc2c(C)n(C)n(-c3ccccc3)c2=O)c2ccccc2c1=O | -19 | 3 | -2 | -32 | -25 | -2
18 | O=C(CSc1ccc([N+](=O)[O-])cc1)NNC(=O)c1ccccc1F | -3 | -7 | 0 | -8 | -11 | 5
19 | CCN1CCN(CC(=O)Nc2cc(C)c(C)cc2[N+](=O)[O-])CC1 | 7 | -4 | 12 | 4 | -7 | 10
20 | COc1ccccc1NS(=O)(=O)c1cccc(C(=O)OCC(=O)NC2CC2)c1 | 4 | -3 | 4 | -2 | -10 | 6
21 | S=C(Nc1ccccc1)N1CCC(Cc2ccccc2)CC1 | 0 | 7 | 2 | 8 | -21 | 2
22 | COC(=O)c1ccccc1NC(=O)c1ccc(COc2ccc(C)c(C)c2)o1 | 5 | -11 | 2 | -8 | -7 | 5
23 | O=S(=O)(NCc1ccco1)N1CCOCC1 | -4 | 27 | -10 | 1 | -22 | -4
24 | C[C@@H]1CN(C(=O)c2nc3ccc(Cl)cn3c2CNCC[C@@H]2C[C@@H]3C=C[C@H]2C3)C[C@H](C)O1 | -10 | 8 | 8 | 0 | -1 | -6
25 | C#CCN(C[C@@H]1[C@@H](OC(=O)NCc2ccc(OC)c(OC)c2)[C@@H](OC(=O)NCc2ccc(OC)c(OC)c2)CN(C(=O)OC(C)C)N1C(=O)OC(C)C)S(=O)(=O)c1ccc(C)cc1 | -38 | 4 | -6 | 16 | -4 | 3
26 | CCOCCCN(C(=O)c1ccco1)C(C(=O)NC1CCCC1)c1cccc(OC)c1OC (stereo unspecified) | 1 | 0 | 6 | -8 | 5 | 5
27 | O=C(/C=C/c1ccncc1)c1cc(Cl)ccc1O | -1 | 4 | 8 | -4 | -6 | -11
28 | Cc1cc(C(=O)Nc2ccncc2)c2ccccc2n1 | -1 | -3 | -4 | -2 | -2 | 2
29 | CSc1ncccc1C(=O)OCC(=O)c1cc2ccccc2o1 | 6 | 1 | -5 | -1 | -1 | 0
30 | CCN(c1ccc(OC)cc1)S(=O)(=O)c1nnc(NC(=O)C(C)C)s1 | 11 | -5 | -5 | -2 | -18 | -1

entry | NCOA1 inh | NR5A2 inv ag | SRC2 inh | TLR9-MyD88 block | TROY NFkB inh
16 | -35 | -11 | -62 | 4 | -1
17 | -14 | 1 | -3 | 2 | -12
18 | 1 | -8 | -8 | -5 | -8
19 | 13 | 0 | -12 | 2 | 8
20 | -5 | -16 | -15 | -7 | 15
21 | 2 | -11 | 4 | 2 | 2
22 | 0 | -15 | 0 | -18 | .
23 | 2 | -17 | 11 | -6 | 6
24 | -14 | -17 | 11 | -4 | 6
25 | 2 | 43 | 14 | 7 | -9
26 | -23 | 10 | -14 | -5 | 7
27 | -8 | -2 | -18 | -4 | -9
28 | -16 | -2 | 5 | 0 | 8
29 | 8 | -14 | -5 | -14 | 16
30 | 0 | -13 | -14 | 2 | -12

Entries by screen from above:
Vif imaging, nos. 14–17 → -4, -20, -9, 3
C8 TRAIL sens, nos. 14–17 → -2, -7, -5, -32
COUP-TFII inh, nos. 14–17 → -5, 18, -4, -2

(next part)
entry | canonical_smiles | EBV LMP1 NFkB | Vif imaging | NOD2 RIPK2 PPI | C8 TRAIL sens | SRC3 inh | COUP-TFII inh
31 | COc1ccc(NC(=O)c2cc3c(=O)n(C)c4ccccc4c3n2C)cc1Cl | 3 | -4 | -2 | -16 | 6 | -12
32 | COc1ccc(N2C(=O)Cc3ccccc3C2=O)cc1 | 4 | -2 | -6 | -3 | 4 | -7
33 | COc1ccc(/C(N)=N/OC(=O)CCCN2C(=O)c3ccccc3C2=O)cc1OC | -6 | 0 | 9 | -5 | -7 | 13
34 | Oc1ccc(Br)cc1-c1cc(-c2ccccc2)n[nH]1 | -10 | -3 | 0 | -16 | -9 | -11
35 | C=CCN1C(=O)c2ccc(C(=O)NCC(=O)Nc3c(C)cc(C)cc3C)cc2C1=O | 1 | 0 | 5 | 8 | 0 | -1
36 | O=C(Oc1ccccc1)N1CCCC1 | -9 | -9 | 0 | -3 | 9 | 5
37 | CCC(C)NC(=O)c1ccc(C2SCC(=O)N2Cc2ccccc2)cc1 (stereo unspecified) | 6 | -7 | -3 | 5 | 19 | -20
38 | CCN(CC)CCCN1C=C2C(=O)C(C)(OC(=O)CCc3ccccc3)C(=O)C=C2C=C1c1ccc(C#N)cc1 (stereo unspecified) | -1 | . | 12 | 13 | 0 | .
39 | CCS(=O)(=O)Nc1cccc(-c2cn3c(n2)SCC3)c1 | -9 | -4 | 5 | -6 | 5 | -6
40 | COc1ccc(OC)c(C2C(C(C)=O)=C(O)C(=O)N2CCC(=O)O)c1 (stereo unspecified) | -7 | 18 | 2 | 10 | 2 | -4
41 | Cc1cc(C)n(Cc2ccc(NC(=O)c3ccc(COc4ccccc4Br)cc3)cc2)n1 | 9 | . | -6 | 18 | 37 | 63*
42 | CCS(=O)c1scc(-c2ccc(Cl)cc2)c1C#N (stereo unspecified) | -3 | -12 | -58 | 23 | -5 | 1
43 | CC1(C(=O)NCc2ccccc2)CSCC(=O)N1C1CC1 (stereo unspecified) | . | . | -16 | -6 | . | 10
44 | O=C1NC(=O)C2(CCC(C3CCCCC3)CC2)N1 (stereo unspecified) | -2 | 6 | -2 | -6 | -12 | 0

entry | NCOA1 inh | NR5A2 inv ag | SRC2 inh | TLR9-MyD88 block | TROY NFkB inh
31 | -15 | -9 | -11 | 2 | -1
32 | 2 | -9 | 5 | 18 | -14
33 | -11 | -4 | 6 | -9 | 12
34 | -29 | -10 | -17 | 4 | 3
35 | -17 | 32 | 8 | -3 | 10
36 | 16 | 14 | 6 | -2 | 3
37 | -12 | -2 | 9 | 2 | -17
38 | 8 | 2 | . | 6 | 4
39 | 2 | 4 | -6 | -2 | 0
40 | -8 | -22 | 14 | 4 | 3
41 | 22 | 21 | 25 | 3 | 23
42 | -16 | -20 | -18 | 0 | -17
43 | . | -4 | 4 | . | .
44 | -10 | -19 | -21 | 1 | -7

An excerpt from above in order of their number in Vif imaging, lowest first:
| entry | canonical_smiles | Vif imaging |
| --- | --- | --- |
| 16 | O=C(NCCc1ccc(F)cc1)Nc1ccc([N+](=O)[O-])cc1 | -9 |
| 37 | CCC(C)NC(=O)c1ccc(C2SCC(=O)N2Cc2ccccc2)cc1 (stereo unspecified) | -7 |
| 8 | C=CC[C@@H](CC(=O)N[C@@H](CO)Cc1ccccc1)C(=O)N[C@H](COC(=O)[C@@H](CC=C)Cc1ccc(F)cc1)Cc1c[nH]c2ccccc12 | -3 |
| 27 | O=C(/C=C/c1ccncc1)c1cc(Cl)ccc1O | 4 |
| 44 | O=C1NC(=O)C2(CCC(C3CCCCC3)CC2)N1 (stereo unspecified) | 6 |

Profiles from above. Order of screens: EBV LMP1 NFkB	Vif imaging	NOD2 RIPK2 PPI	C8 TRAIL sens	SRC3 inh	COUP-TFII inh	NCOA1 inh	NR5A2 inv ag	SRC2 inh	TLR9-MyD88 block	TROY NFkB inh
Record of CCC(C)NC(=O)c1ccc(C2SCC(=O)N2Cc2ccccc2)cc1 (stereo unspecified) : 6	-7	-3	5	19	-20	-12	-2	9	2	-17
Record of COc1ccc(/C(N)=N/OC(=O)CCCN2C(=O)c3ccccc3C2=O)cc1OC : -6	0	9	-5	-7	13	-11	-4	6	-9	12

Not all compounds are listed; count on the stated rates, not on these rows.
